# TrxR1 substrate: rat thioredoxin reductase 1 substrate activity | Potency, µM (series often up to 114 µM), without a hit: top-dose activity change, negative = substrate turnover | 390,000 tested, 0.01% active | AID 588456 | purified TrxR1 substrate turnover, NADPH consumption readout; also: potency is read from the fitted curve at half-maximal effect; % is scaled to controls: 0 for no effect and ±100 for the full control effect; nearly all actives have a fitted effect of over 50% in size
#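 Rat TrxR1, dispensed at 90 nM, was prereduced with 400 uM NADPH (final) for 5 min at ~22 deg C, then incubated with compound 15 min before 400 uM selenite. A first-read NADPH fluorescence drop versus no-compound background flagged substrates.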
# USP1-UAF1 inh: blocks the human USP1/UAF1 deubiquitinase complex | O94782 | recombinant USP1/UAF1, Ub-Rhodamine cleavage fluorescence | Potency, µM (doses to about 57.1 µM), for the others: top-dose activity change, negative = inhibition, hits mostly inhibitors | 390,000 tested, 0.23% active | AID 743255; also: potency is read from the fitted curve at half-maximal effect; % is scaled to controls: 0 for no effect and ±100 for the full control effect; nearly all actives have a fitted effect of over 60% in size; inactives centre near -12
#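 Step one: compound is pinned into 1nM USP1/UAF1 in HEPES pH 7.8 buffer with TCEP. Step two: 15 min room-temperature incubation. Step three: Ub-Rho (150nM final) starts cleavage, tracked by fluorescence over six one-minute reads.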
# TRHR PAM: allosteric enhancers of human TRH receptor; TRHR cells, fluo-8 calcium fluorescence, EC20 TRH enhancement; enhancement, % at 2 µM; 360,000 tested, 0.66% active; P34981; in the data active = enhancement above about 30%; also: 0% is about no effect
# Target sequence (P34981 whole entry, looked up): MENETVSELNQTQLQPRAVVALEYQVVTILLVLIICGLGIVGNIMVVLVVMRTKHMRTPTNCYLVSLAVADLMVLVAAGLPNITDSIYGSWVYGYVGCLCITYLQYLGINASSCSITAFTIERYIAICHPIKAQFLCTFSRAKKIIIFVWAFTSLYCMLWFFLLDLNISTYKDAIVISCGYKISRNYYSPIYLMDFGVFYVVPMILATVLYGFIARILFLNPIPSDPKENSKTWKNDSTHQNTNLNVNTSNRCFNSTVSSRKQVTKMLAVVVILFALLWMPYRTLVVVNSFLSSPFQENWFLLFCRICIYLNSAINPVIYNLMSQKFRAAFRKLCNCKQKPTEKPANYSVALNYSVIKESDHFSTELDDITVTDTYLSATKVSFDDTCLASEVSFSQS
#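 Enhancer read-out: after compound pinning and an initial kinetic agonist-mode read, an EC20 of TRH (10 nM final) was injected and fluo-8 calcium signal (Ex 480/Em 530) followed at 1 s/cycle for 100 cycles in TRHR-expressing cells.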
# TRHR ag: agonists of human TRH receptor; TRHR cells, calcium flux fluo-8, FDSS agonist mode; activation, % at 2 µM; 360,000 tested, 0.18% active; P34981; in the data active = activation above about 30%; also: 0% is about no effect
#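 Read-out: compound-evoked intracellular calcium rise in TRHR cells, fluo-8 dye, kinetic FDSS fluorescence at 1 s/cycle following a 10-cycle baseline. Cells cultured overnight before dye loading (30 min–1.5 h, RT).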
# rTrxR1 inhibitor: rat TrxR1 inhibition; O89049; recombinant rTrxR1, NADPH fluorescence consumption, selenite substrate; Potency, µM (doses to about 114 µM), for inactives: at the top dose activity change, negative = inhibition, actives largely listed as inhibitors; 390,000 tested, 1% active; also: potency is read from the fitted curve at half-maximal effect; % is scaled to controls: 0 for no effect and ±100 for the full control effect; nearly all actives have a fitted effect of over 65% in size
#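 Rat TrxR1 (90 nM in the dispensed reagent) was pre-reduced with 400 uM NADPH for 5 min at room temperature, then incubated with compound for 15 min. After 400 uM selenite was added, NADPH fluorescence (Ex 340/Em 450 nm) was followed for 8 min.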
# D2 antag: D2 dopamine receptor (human) antagonism; HEK293 TREx D2 cells, calcium flux, dopamine EC80; inhibition, % at 10 µM; 340,000 tested, 2% active; AID 485344; in the data active = inhibition above about 30%; also: 0% is about no effect
# Target sequence (P14416 whole entry, looked up): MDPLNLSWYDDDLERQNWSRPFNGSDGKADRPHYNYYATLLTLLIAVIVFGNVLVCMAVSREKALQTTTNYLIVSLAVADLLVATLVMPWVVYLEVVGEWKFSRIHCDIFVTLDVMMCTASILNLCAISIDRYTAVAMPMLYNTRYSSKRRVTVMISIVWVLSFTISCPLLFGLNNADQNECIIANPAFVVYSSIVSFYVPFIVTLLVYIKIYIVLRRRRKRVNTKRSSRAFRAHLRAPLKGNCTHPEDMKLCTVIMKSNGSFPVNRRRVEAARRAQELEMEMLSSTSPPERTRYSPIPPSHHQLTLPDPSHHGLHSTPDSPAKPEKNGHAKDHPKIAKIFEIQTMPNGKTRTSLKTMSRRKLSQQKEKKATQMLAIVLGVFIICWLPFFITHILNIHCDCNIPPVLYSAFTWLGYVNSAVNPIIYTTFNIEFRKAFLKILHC
#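 Read-out: kinetic calcium fluorescence (1 cycle/s) in inducible HEK293 T-REx D2 cells after an EC80 dopamine addition that followed 180 s compound preincubation. Loss of the dopamine response indicates antagonism.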
# PI4K2A block: blocks human PI4K2A kinase activity | purified PI4K2A, ADP-Glo luminescence, 1 h; active compounds read low | 420,000 tested, 0.13% active | AID 1346378 | activity change, negative = inhibition, % at 76.9 µM | Q9BTU6; in the data active = activity change below about -50%; inconclusive = mostly about -30% to -49%;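 also: -100% = wells without enzyme as full effect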
#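 Compounds are screened against recombinant PI4K2A using PI as substrate and ATP, the latter dispensed at 300 microM. Reactions run one hour at ambient temperature before ADP-Glo detection; full inhibition defined by wells lacking enzyme.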
# IDH1 R132H inh: blocks human mutant IDH1 R132H enzyme | O75874 | IDH1-R132H enzyme, NADPH consumption, diaphorase/resazurin fluorescence | Potency, µM (series often up to 76.6 µM), inactives show at the top dose activity change, negative = inhibition, most hits filed as inhibitors | 390,000 tested, 0.093% active | AID 602179; also: potency is read from the fitted curve at half-maximal effect; % is scaled to controls: 0 for no effect and ±100 for the full control effect; nearly all actives have a fitted effect of over 65% in size
#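 IDH1-R132H (0.5 ug/mL dispensed) in pH 7.5 Tris buffer was preincubated 30 min with compound, then given a substrate mix of 0.016 mM NADPH and 2 mM alpha-KG for 80 min at room temperature; remaining NADPH was read by diaphorase/resazurin fluorescence.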
# D2 agonist: D2 dopamine receptor (human) agonism | P14416 | HEK293 T-REx D2 cells, calcium flux agonist mode | activation, % at 2 µM | 340,000 tested, 0.53% active;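 active = activation over 3 SD above normal in the single-dose calcium agonist read, cut at about 30% in these data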; also: 0% is about no effect
#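 Agonism is scored from calcium flux in a force-coupled, inducible HEK293 cell line expressing D2, read kinetically for 180 s after compound addition against dopamine controls.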
# An asterisk follows results filed as active; ? = inconclusive; nt = no result given; [ ] = dose if it differs, or a comment. Unless noted, calls follow the shape of the dose curve; as a rule, active = well fitted inhibition curve with a large enough effect; inconclusive = small, poorly fitted or top-dose-only effect; inactive = no such curve, though single readings can be large or run the other way.
# The line under a structure holds: TrxR1 substrate, USP1-UAF1 inh, TRHR PAM, TRHR ag, rTrxR1 inhibitor, D2 antag, PI4K2A block, IDH1 R132H inh, D2 agonist
- CC(=O)N1CCN(c2ccc(NC(=O)c3cccc(C)c3)cc2)CC1
  -8%, -2%, -4, -0.1, -5%, 12, 5, 7%, -0.3
- CSc1nncn1/N=C/c1ccc2c(c1)OCO2
  -6%, -11%, -1, -1.0, -13%, -25, 6, 8%, 0.7
- CCCc1c(O)nc(SCCN(CC)CC)[nH]c1=O
  5%[57.1 µM], -7%, 10, -0.2, 39%[activator][57.1 µM], 3, 1, -4%, 0.2
- COC(=O)/C(=C\Nc1cccc(Cl)c1C)c1ncc(C(F)(F)F)cc1Cl
  -5%, -15%, 1, 1.0, 9%[57.1 µM], nt, -1, 1%, nt
- Cc1ccccc1NS(=O)(=O)c1nnc(NC(=O)CC(C)C)s1
  33%, -18%, 0, -0.2, 18%, -28, 3, 2%, -0.2
- COc1ccc(N2C(=O)CSC2c2ccc3c(c2)OCO3)c(OC)c1 (configuration not stated)
  -4%[57.1 µM], -17%, -3, -0.9, 0%[57.1 µM], nt, 8, 9%, nt
- CCCNc1ncnc2c1cnn2C1CCCCO1 (configuration not stated)
  -7%, -13%, nt, nt, 10%[57.1 µM], nt, 5, 5%, nt
- O=C(O)CC(CC(=O)Nc1nncs1)c1ccccc1 (configuration not stated)
  4%, -11%, 4, 0.4, 19%, -6, -14, 8%, 1.4
- C=CCn1c(SCC(=O)N2CCCCC2)nnc1-c1ccncc1
  2%[57.1 µM], -5%, 2, 0.5, 7%[57.1 µM], 8, 4, 2%, 0.4
- CC(=O)N/N=C/c1cc(C(C)(C)C)cc(/C=N/NC(C)=O)c1O
  1%[57.1 µM], -20%, 6, 22, 15%[57.1 µM], -15, -3, 0%, 5.3
- O=C(COC(=O)c1ccccc1-c1ccccc1[N+](=O)[O-])c1ccccc1
  -15%, -5%, -3, -0.1, -7%, -9, 7, 1%, 0.3
- CCCCNC(=O)N1CCN(Cc2cccc(F)c2)CC1
  -16%, -10%, 13, -0.7, -30%, -5, 5, -2%, 0.4
- N#Cc1c2c(c(NCc3ccco3)n3c1nc1ccccc13)CCC2
  15%, -15%, -1, 0.7, -53%, 0, -6, 11%, -0.4
- O=C(Nc1nnc(SCc2ccccc2)s1)C1=COCCO1
  -7%, -2%, -5, 1.2, -14%, -6, -7, -2%, 0.4
- CSc1n[nH]c(NC(C)=O)n1
  -8%, -2%, 2, 0.0, -5%, -2, 4, 1%, 0.3
- COc1ccc(C(=O)NC(=S)NCCO)cc1Br
  -7%, -1%, 7, 0.3, -25%, -15, -1, 2%, 0.6
- Cc1cccc(C(=O)Nc2cccc(C(=O)N/N=C/c3ccccn3)c2)c1
  -2%, 7%, -2, 0.0, 12%, -20, -1, 7%, -0.4
- COc1cc(NC(=O)Nc2ccccc2)c(OC)cc1NC(=O)CN1CCCCC1
  -8%, -26%, 3, -0.4, -6%, -4, -10, 4%, -0.4
- CC(C(=O)N1CCc2ccccc2C1)N1C(=O)c2ccccc2C1=O (configuration not stated)
  2%, 2%, 1, -0.3, 27%, -6, 6, 0%, 0.6
- CCOc1ccc(/C=C/C(=O)N(CC)CC(=O)Nc2ccc3c(c2)OCCO3)cc1OCC
  6%, -19%, 4, -1.5, 1%, 2, -2, 5%, -0.1

# Among those listed so far, these have an aryl methoxy group.
# The line under a structure holds: TrxR1 substrate, USP1-UAF1 inh, TRHR PAM, TRHR ag, rTrxR1 inhibitor, D2 antag, PI4K2A block, IDH1 R132H inh, D2 agonist
- COc1ccc(N2C(=O)CSC2c2ccc3c(c2)OCO3)c(OC)c1 (configuration not stated)
  -4%[57.1 µM], -17%, -3, -0.9, 0%[57.1 µM], nt, 8, 9%, nt
- COc1ccc(C(=O)NC(=S)NCCO)cc1Br
  -7%, -1%, 7, 0.3, -25%, -15, -1, 2%, 0.6
- COc1cc(NC(=O)Nc2ccccc2)c(OC)cc1NC(=O)CN1CCCCC1
  -8%, -26%, 3, -0.4, -6%, -4, -10, 4%, -0.4

# Carrying on.
# The line under a structure holds: TrxR1 substrate, USP1-UAF1 inh, TRHR PAM, TRHR ag, rTrxR1 inhibitor, D2 antag, PI4K2A block, IDH1 R132H inh, D2 agonist
- Cc1c(Cl)c([N+](=O)[O-])nn1CCCC(=O)NC1CCCCC1
  5%, -24%, -2, -0.2, 17%, 12, 1, -2%, 0.3
- Cc1c(NC(C)c2ccccc2O)c(=O)n(-c2ccccc2)n1C (configuration not stated)
  -3%, 2%, -7, -0.1, ?, 15, 7, -1%, 0.2
- Cc1ccc(S(=O)(=O)N(Cc2cccc(F)c2)C(=O)N2CCN(C)CC2)cc1
  10%[57.1 µM], -21%, -1, 0.2, 14%[57.1 µM], 12, -2, 1%, -0.2
- CCC(C)NS(=O)(=O)c1ccc(NS(C)(=O)=O)cc1 (configuration not stated)
  -10%, 1%, 2, 2.0, 5%[57.1 µM], 9, -3, -3%, 0.4
- CCn1c(C)cs/c1=N\C(=S)Nc1ccccc1C
  -16%, -6%, 1, -1.4, -20%, 3, 3, 5%, -1.1
- COc1ccccc1Nc1cc(C)nc(Nc2ccccc2OC)n1
  0%, -22%, -2, 0.6, -4%, -15, 0, 4%, -1.0
- O=C(CN1CCSC1=O)Nc1ccc(N2CCOCC2)cc1
  2%, -6%, -8, 0.0, 8%, 22, -2, 4%, 0.7
- CCOC(=O)C(C)N1C(=O)S/C(=C/c2cc(C)n(-c3ccccn3)c2C)C1=O (configuration not stated)
  -14%, -23%, 4, 1.3, -18%, 12, 0, 3%, 0.7
- O=C(CN1C(=O)c2cccc3cccc1c23)Nc1ccccc1
  8%[57.1 µM], -22%, 44*, 0.2, 15%[57.1 µM], 3, -1, -3%, 0.0
- O=C1CN2NC(=S)N(c3ccc(Cl)cc3)C2=CN1c1ccc(Cl)cc1
  0%[57.1 µM], -21%, -4, 0.0, 20%, 2, -2, 8%, 0.4
- CCc1c(C)nc(SCC(=O)N2C(C)CCCC2C)[nH]c1=O (configuration not stated)
  1%[57.1 µM], -16%, -3, -0.3, 1%[57.1 µM], -16, -1, -4%, 2.6
- Cc1ccccc1-c1nnc2s/c(=C\c3ccc(N(C)C)cc3)c(=O)n12
  nt, nt, 9, 8.1, nt, 0, nt, nt, 5.2
- COC(=O)c1c(C(=O)OC)c(-c2ccccc2)n2c1CCC2
  5%[57.1 µM], -5%, 23, -0.5, -2%[57.1 µM], 19, 0, 6%, 0.4
- COc1ccc(/C=N/NC(=O)c2c(Br)cnn2C)c2ccccc12
  -8%, -11%, 5, 0.2, -14%, 5, 1, 3%, 0.4
- Nc1nc(SCC(=O)c2c(N)n(Cc3ccccc3)c(=O)[nH]c2=O)n[nH]1
  0%, -8%, 2, 0.5, 9%, -1, -1, -4%, -0.3
- CN(c1ccccc1)S(=O)(=O)c1cccc(NC(=O)C2=NNC(=O)CC2)c1
  6%[57.1 µM], -8%, nt, nt, 19%[57.1 µM], nt, -1, 9%, nt
- COc1ccc(NC(=O)Cn2c(=O)n(Cc3ccccc3Cl)c(=O)c3cc(OC)c(OC)cc32)cc1
  0%, -17%, 0, 1.9, 8%, nt, -1, -4%, 2.0
- O=C(CSc1nc(=O)[nH]c2c1CCCC2)NCc1ccc(Cl)cc1
  2%[57.1 µM], 2%, 1, 0.0, 10%[57.1 µM], nt, -3, -4%, 0.3
- CC(NC(=O)Cn1cccc1C(=O)c1ccccc1)c1ccc2c(c1)OCCO2 (configuration not stated)
  -3%, -17%, -3, -1.3, 15%, 9, 6, 11%, -0.1
- Cc1cc(C(F)(F)F)nn1-c1nc(-c2ccco2)cc(C(F)(F)F)n1
  6%, -12%, -10, 0.3, 3%, 12, 2, 12%, -0.4

# 2 records picked at random from the list so far:
# The line under a structure holds: TrxR1 substrate, USP1-UAF1 inh, TRHR PAM, TRHR ag, rTrxR1 inhibitor, D2 antag, PI4K2A block, IDH1 R132H inh, D2 agonist
- CN(c1ccccc1)S(=O)(=O)c1cccc(NC(=O)C2=NNC(=O)CC2)c1
  6%[57.1 µM], -8%, nt, nt, 19%[57.1 µM], nt, -1, 9%, nt
- O=C1CN2NC(=S)N(c3ccc(Cl)cc3)C2=CN1c1ccc(Cl)cc1
  0%[57.1 µM], -21%, -4, 0.0, 20%, 2, -2, 8%, 0.4

# Next section
# Assay codes – A = TrxR1 substrate; B = USP1-UAF1 inh; C = TRHR PAM; D = TRHR ag; E = rTrxR1 inhibitor; F = D2 antag; G = PI4K2A block; H = IDH1 R132H inh; I = D2 agonist
SMILES: CCOc1cc(Br)c(CN2C(=O)NC3(CCCCCC3)C2=O)cc1OCC
  A: -10% | B: -2% | C: -2 | D: 0.0 | E: 26%[57.1 µM] | F: -6 | G: -6 | H: -3% | I: -0.3

SMILES: O=C1C(c2cccc(Br)c2)N(CCc2ccccc2)C(=O)CN1C1CCCCC1 (configuration not stated)
  A: 2%[57.1 µM] | B: -18% | C: 6 | D: -0.6 | E: 15%[57.1 µM] | F: nt | G: -3 | H: -9% | I: 0.3

SMILES: C/C(=N\NC(=O)c1ccccn1)c1ccc(Cl)cc1
  A: -1%[57.1 µM] | B: -2% | C: -8 | D: -0.6 | E: 2%[57.1 µM] | F: 7 | G: -4 | H: ? | I: 0.5

SMILES: CNc1nc(-c2ccccn2)nnc1-c1ccccc1
  A: -9% | B: -3% | C: 8 | D: -0.5 | E: -5% | F: -16 | G: ? | H: 3% | I: -0.6
